Hsp70 activator: Hsp70 transcriptional activation, primary screen. HeLa Hsp70 promoter luciferase reporter, luminescence; scaled: vehicle 0, proteasome-inhibitor control 100%. activation, % at 10 µM. 200,000 compounds, 0.04% hits. AID 1203;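 active = activation above the mean across all tested compounds plus 3 SD, cutoff set per campaign, cut at about 5.5% in these data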;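 also: 100% = MG132 at 30 µM as the positive control and 0% = DMSO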
G6PDH counter: inhibits Leuconostoc G6PDH, flagging false hits in G6PDH-based assays. 200,000 compounds, 0.12% hits. Purified L. mesenteroides G6PDH, diaphorase/resazurin coupled fluorescence, 45 min. inhibition, % at 5 µM. AID 1020
Diaph inh CS: counter-screen for diaphorase-based assays: diaphorase inhibitors and chemical oxidizers; AID 1217; diaphorase resazurin-to-resorufin fluorescence, NADH, 16 min; bacterial (C. kluyveri) enzyme, not human; inhibition, % at 20 µM; 190,000 compounds, 0.69% hits;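 active = primary screen inhibition at 20 µM above a set limit, cut at about 50% in these data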;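 also: plate controls were DMSO with full reaction for no effect and wells lacking NADH for full effect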
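material = Clostridium kluyveri diaphorase enzyme | amount = 0.14 U/mL diaphorase, enzyme working solution | schedule = incubation 16 min, room temperature | detection = fluorescence of resorufin formed from resazurin, Ex 544/Em 590 nm | benchmarks = positive control minus NADH, DMSO neutral control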
TLR4 MyD88 comp: TLR4-MyD88 interaction inhibition in cells; inhibition, % at 8.4 µM; 200,000 compounds, 0.18% hits; AID 861; O00206+Q99836; HeLa CL3-4 TLR4/MyD88 BLA complementation, FRET ratio; in the data active = inhibition above about 25%;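 also: 0% = vehicle and 100% = reference inhibitor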
Target sequence (O00206 whole entry, looked up): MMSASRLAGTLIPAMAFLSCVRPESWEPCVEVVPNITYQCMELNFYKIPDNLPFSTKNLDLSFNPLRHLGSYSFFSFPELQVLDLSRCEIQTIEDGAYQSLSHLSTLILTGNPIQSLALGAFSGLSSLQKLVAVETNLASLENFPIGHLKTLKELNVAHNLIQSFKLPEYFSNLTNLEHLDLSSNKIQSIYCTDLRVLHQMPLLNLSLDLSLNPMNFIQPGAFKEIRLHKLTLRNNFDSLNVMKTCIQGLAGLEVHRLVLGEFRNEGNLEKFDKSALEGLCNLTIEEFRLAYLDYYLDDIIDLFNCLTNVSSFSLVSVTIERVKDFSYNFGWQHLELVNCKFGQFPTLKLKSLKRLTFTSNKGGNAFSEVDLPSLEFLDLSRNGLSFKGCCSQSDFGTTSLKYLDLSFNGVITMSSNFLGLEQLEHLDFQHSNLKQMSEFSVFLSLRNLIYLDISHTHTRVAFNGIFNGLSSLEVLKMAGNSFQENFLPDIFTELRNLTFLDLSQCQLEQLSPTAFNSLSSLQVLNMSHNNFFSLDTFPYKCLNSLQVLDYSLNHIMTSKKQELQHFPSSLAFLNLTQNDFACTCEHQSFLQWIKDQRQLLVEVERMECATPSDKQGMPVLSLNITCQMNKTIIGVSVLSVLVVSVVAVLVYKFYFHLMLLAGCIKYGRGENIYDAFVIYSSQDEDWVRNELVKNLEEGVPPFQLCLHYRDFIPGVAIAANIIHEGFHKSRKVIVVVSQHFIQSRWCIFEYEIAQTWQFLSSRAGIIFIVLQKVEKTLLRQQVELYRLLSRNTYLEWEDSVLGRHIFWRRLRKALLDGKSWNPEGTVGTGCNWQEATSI
Target sequence (Q99836 whole entry, looked up): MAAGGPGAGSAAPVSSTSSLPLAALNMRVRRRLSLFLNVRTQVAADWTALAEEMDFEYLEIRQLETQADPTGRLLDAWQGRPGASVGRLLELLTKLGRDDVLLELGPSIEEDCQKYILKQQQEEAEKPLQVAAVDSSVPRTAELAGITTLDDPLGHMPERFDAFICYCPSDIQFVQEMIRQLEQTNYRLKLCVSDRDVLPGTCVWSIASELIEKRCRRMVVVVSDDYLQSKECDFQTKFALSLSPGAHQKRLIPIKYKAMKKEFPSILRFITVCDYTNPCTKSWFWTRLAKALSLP
S1P3 antagonist: antagonists of human S1P3 receptor. Q99500. inhibition, % at 4.98 µM. 170,000 compounds, 0.27% hits. CHO S1P3 NFAT-BLA reporter, FRET fluorescence, antagonist mode;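 active = inhibition above the plate cutoff, the mean inhibition of test wells on that plate plus 3 SD, cut at about 28% in these data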;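 also: cells challenged with S1P at its EC80 of 0.8 µM; blue over green emission ratio from cleaved BLA substrate after 4 h stimulation; 0% = S1P-stimulated wells and 100% = unstimulated DMSO-only wells; some compounds past the cut are filed as inactive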
PMI act hi M6P: activators of human phosphomannose isomerase at near-saturating mannose 6-phosphate | 190,000 compounds, 0.34% hits | coupled PMI enzyme assay, resazurin fluorescence, 20 min; active compounds read high; 1 = untreated enzyme, 0 = substrate-free blank | AID 1216 | activation factor at 20 µM;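 active = activation factor of 2 or more at 20 µM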
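Test system: human phosphomannose isomerase with PGI, G6PDH, diaphorase coupling enzymes; Amount: PMI at 15 ng/mL final; Reagent: Mannose-6-phosphate 1.0 mM (near-saturating) plus 0.22 mM NADP+; Timing: 20 min, room temperature; Technique: resorufin fluorescence at Ex 544/Em 590 nm; Dosing: 20 µM single dose.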
PMI activator: activators of human phosphomannose isomerase; P34949; purified human PMI, coupled resazurin fluorescence, 20 min; active compounds read high; 1 = vehicle control, 0 substrate-free wells; activation factor at 20 µM; 190,000 compounds, 0.005% hits; AID 1214;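 active = activation factor of 2 or more at 20 µM, relative to plate controls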
DTT redox prof: compounds producing H2O2 with reducing agent – biochemical, NIH compound library profiling, artefact control for MLSCN library redox annotation, primary screen; 200,000 compounds, 0.03% hits; DTT-dependent redox cycling H2O2, phenol red/HRP absorbance; 100% = 100 µM peroxide control, 0% = buffer; activation, % at 10 µM;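 active = activation of at least 50% relative to the plate's high and low controls in the primary single-dose screen; inactive = activation below 50%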;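 also: compound incubated with DTT at 0.8 mM final as the reducing agent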
L major viab: reduces viability of Leishmania major promastigotes | resazurin fluorescence viability | 200,000 compounds, 9% hits | inhibition, % at 10 µM;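 also: promastigotes grown with compound for 44 hours at 28 °C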
Diaphorase act: diaphorase activation or chemical reduction counter-screen | Diaphorase/resazurin coupled assay, resorufin fluorescence, 16 min; active compounds read high; 1 = vehicle wells, 0 = NADH-free wells | activation factor at 20 µM | 190,000 compounds, 0.005% hits;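 active = diaphorase activity raised at least twofold by the compound at 20 µM; inactive = activation factor below 2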
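Material: purified diaphorase enzyme from Clostridium kluyveri / Medium: HEPES pH 7.4 buffer with MgCl2 and Tween 20 / Schedule: enzyme reaction of 16 min at room temperature / Measured by: resorufin fluorescence, excitation 544 nm, emission 590 nm / Evaluation: rise in resorufin formation, marking diaphorase activation or chemical reduction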
RAM network inh: blocks the yeast RAM network; inhibition, % at 50 µM; 190,000 compounds, 1.8% hits; S. cerevisiae dse1pr::URA3 reporter, 5-FOA growth OD615, 2 d; analog-sensitive cbk1-as2 kinase mutant strain;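 active = inhibition above a set limit, 3 SD over mean compound inhibition, cut at about 8.4% in these data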;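 also: 0% = DMSO-only wells with no growth and 100% = 10 µM 1-NA-PP1 full growth; inhibition rescues growth on 5-FOA so higher OD means more RAM inhibition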
An asterisk follows results filed as active; x = not tested or not shown. Rule as the data show it, unless noted: active = inhibition above about 50%; inactive = the rest.

Compound,RAM network inh,PMI activator,L major viab,PMI act hi M6P,TLR4 MyD88 comp,Hsp70 activator,G6PDH counter,Diaph inh CS,S1P3 antagonist,Diaphorase act,DTT redox prof
Nc1ccc(NC(=O)NC2CCCCC2)cc1,1.1,0.9,-2,0.9,6,-0.4,-4,7,-8,0.9,0.1
O=C(NCCc1ccccc1)C1CCN(C2CCN(Cc3ccc(CO)o3)CC2)CC1,0.2,x,-2,x,7,-0.6,-3,x,-13,x,-0.4
O=C(c1ccncc1)c1ccc(NS(=O)(=O)c2ccc(Br)s2)cc1,1.6,1,-3,1.1,-2,0.2,2,-8,x,1.1,-4.9
Cc1cc(=O)[nH]c(SCc2nc3ccccc3s2)n1,0.0,1,-3,1,-8,-0.3,1,-1,9,1,-0.1
COc1ccc(/C=C/C(=O)NCCNC(=O)c2ccccc2)cc1OC,1.7,1,8,1,5,-0.4,8,12,-14,0.9,-0.4
O=C(Nc1cccc(Cl)c1)C1=Cc2cc(Cl)ccc2OC1,2.0,0.8,-3,0.9,13,-0.2,2,18,x,0.8,0.1
CCOc1cc(C2C3=C(CCCC3=O)NC3=C2C(=O)CCC3)ccc1OCCO,-0.4,0.9,7,1.1,-5,-0.1,10,9,-6,0.9,2.2
CCC(Sc1nc2ccccc2[nH]1)C(=O)Nc1cc(C)on1 (stereo unspecified),-0.2,0.9,30,0.9,0,-0.2,13,12,x,0.9,-0.5
O=C(O)c1ccc2cc[nH]c2c1,-0.5,1.1,-8,1,-4,-0.3,1,13,10,0.9,-1.8
CCOC(=O)c1c(C)[nH]c(C)c1C(=O)CSc1nc2ccccc2n1CC,0.6,1,2,1,0,-0.2,-7,-2,-14,1,-0.7
Cc1nn2c(=O)nc3sc4c(c3c2[nH]c1=O)CCCC4,x,x,-5,x,1,-0.2,x,x,10,x,-1.1
COc1ccc(CCNC(=O)CSc2nc(C)nc3c2c(=O)n(C)c(=O)n3C)cc1OC,x,0.8,x,0.8,x,x,1,14,10,0.9,x
COc1ccccc1-c1nn2c(C(F)(F)F)nnc2s1,0.9,0.9,4,0.9,0,0.0,9,0,9,1,0.1
COc1cccc(NC(=O)N2CCN(C(=O)C(Cc3ccc(OC)c(OC)c3)NC(C)=O)CC2)c1 (stereo unspecified),1.2,1.1,-2,1,-2,0.1,9,8,-35,0.9,-3.6
O=C(COC(=O)/C=C/c1ccccc1Cl)NCc1ccccc1,3.4,1,-6,1.1,-12,-0.1,5,4,-4,1,0.4
COC(=O)c1cc(-c2c(C)oc3cc(OC(C)C)ccc3c2=O)c(C)o1,0.7,1,22,1,-6,-0.2,13,2,6,1,-0.9
COC(=O)c1ccc(-c2noc(CN3C[C@H]4CC[C@H]3C4)n2)cc1,2.8,1,98*,1,-9,0.0,13,9,6,0.9,-0.6
CCOc1ccc(OCCN2C(=O)NC3(CCCc4ccccc43)C2=O)cc1 (stereo unspecified),0.3,0.9,2,0.9,-7,-0.1,8,13,-8,0.9,-0.6
O=C(CN1C(=O)CC(c2ccccc2)=Nc2ccccc21)NCc1ccco1,3.9,1,-4,1.2,-3,-0.6,13,11,-40,0.9,0.5
CS(=O)(=O)N(Cc1cc2ccccc2[nH]c1=O)C1CCCCC1,-0.4,1,-1,1,-4,-0.5,3,7,-6,0.9,8.3
NC(N)=N/N=C/c1ccc(Cl)c([N+](=O)[O-])c1,2.6,1.2,100*,1,-2,-0.2,-2,-2,-8,1,-0.2
CCN(CC)c1ccc(NC(=O)COC(=O)C23CCC(=O)N2c2ccccc2S3)cc1 (stereo unspecified),0.3,0.9,-4,1,-4,-0.1,6,11,x,0.9,-0.5
CCOCCCNc1ccc(N2C(=O)C3CCCCC3C2=O)cc1[N+](=O)[O-] (stereo unspecified),4.2,1,-6,1.1,7,0.0,-4,4,-4,1,-1.0
CCCCCC(=O)NC(=S)Nc1ccc(NC(=O)c2ccco2)cc1,6.0,1,-3,0.9,-4,-0.3,-11,17,-11,0.8,-0.4
Cc1nc(NC(=O)/C=C/c2ccc(C(C)(C)C)cc2)sc1C(=O)N(C)C,5.0,0.8,61*,0.8,-8,0.2,-4,29,0,0.7,0.1
CCC(=O)NCCn1c(C)cc2ccccc21,1.0,1,-8,1,-10,-0.2,-16,10,-17,0.9,-0.1
CN1CCC(=NNC(=O)CN(c2cccc(Br)c2)S(C)(=O)=O)CC1,1.5,1.1,2,1,8,-0.1,7,9,-1,0.9,-0.9
COc1ccc(N2CC(O)(c3ccc(F)cc3)[N+]3=C2CCCC3)cc1 (stereo unspecified),0.5,1.1,-3,1.1,-6,0.1,6,2,-5,1,0.0
COc1ccc(CC(=O)OCC(=O)Nc2cccc(Cl)c2)cc1,-0.2,0.9,-6,0.9,-1,0.2,6,0,10,1,-1.8
CC(=O)Nc1sc(NC(=O)c2ccc(Cl)cc2)nc1-c1cccs1,4.3,0.9,-1,1,-3,-0.1,-3,2,x,1,-5.0
CCOCC(=O)Nc1cc(C(=O)Nc2ccccc2)ccc1Cl,0.8,0.9,2,0.9,9,-0.3,2,11,x,0.9,-9.9
Cc1cc(C)n(-c2nnc(SCC(=O)NC3CCCC3)c3ccccc23)n1,-0.2,1,-4,1,0,0.1,8,2,x,1,1.1
Cc1ccc([N+](=O)[O-])cc1NC(=O)c1ccc(-c2ccccc2)cc1,3.0,0.9,-3,0.9,-5,-0.2,-20,10,x,0.9,3.7
CS(=O)(=O)c1ccc(Cl)c(NC(=O)CCl)c1,0.6,1,17,0.9,-3,0.8,10,8,6,0.9,1.1
COc1ccc(N=C2SC(C(=O)O)CC(=O)N2C)cc1 (stereo unspecified),-0.2,1.1,-6,1,9,-0.4,12,-10,-34,1.1,0.4
Cc1ccc(S(=O)(=O)N2CCC(C(=O)N[C@H](C(=O)N3CCN(C)CC3)C(C)C)CC2)cc1,1.3,1,-3,1,0,-0.2,3,16,-24,0.8,0.8
O=C(CSc1nc(SCC(=O)NCc2ccccc2)n(-c2ccccc2)n1)NCc1ccccc1,36*,0.9,94*,0.9,-6,0.1,-8,21,x,0.8,0.1
COCC(=O)Nc1ccc(C)c(Cl)c1,2.3,0.9,-3,0.9,23,-0.2,19,13,-52,0.9,2.8
CC1C/C(=C/c2ccco2)C(=O)/C(=C/c2ccco2)C1 (stereo unspecified),1.8,1.2,7,1.3,0,-0.5,-1,45,6,0.5,-0.3
Nc1[nH]nc2nc(N3CCOCC3)nc(-c3ccccc3)c12,-0.3,1,-10,1,4,-0.1,8,-5,x,1.1,0.0
Cc1ccc(-c2nc(Nc3cccc(C)c3)sc2CC(=O)O)cc1,6.6,1.2,-6,1,-2,0.3,8,38,10,0.6,0.8
Cc1ccc(NC(=O)c2ccccc2)cc1,0.0,1,-3,1,9,0.1,3,9,x,0.9,-0.1
c1ccc(-c2ccc(-c3ccccn3)nn2)nc1,-0.9,1.2,-12,1.1,10,-0.2,16,3,6,1,-2.2
COc1ccc(Cl)cc1NC(=S)N1CCN(C(=O)C2CCCO2)CC1 (stereo unspecified),1.0,1.1,-6,1,0,-0.2,12,-12,-20,1.1,0.7
CCN(C(=O)COC(=O)c1cccn1C)C1CCS(=O)(=O)C1 (stereo unspecified),0.5,1.1,-2,1.1,-4,-0.3,4,-1,-17,1,0.2
Cc1nnc(-c2cnn(-c3ccccc3)c2N)n1Cc1ccncc1,0.8,0.9,1,0.9,-7,-0.4,6,8,x,0.9,1.6
O=C(OCc1cncs1)c1ccccc1,0.0,1.1,-11,1,-9,0.1,0,7,-28,0.9,-0.9
COc1ccc(NC(=O)c2cc(=O)c3ccccc3o2)cn1,1.3,0.9,2,0.9,-7,-0.3,-1,20,-13,0.8,2.0
Cc1ccc(C(=O)Nc2ccc(C(=O)N/N=C/c3c[nH]c4ccccc34)cc2)cc1,1.0,0.9,73*,0.9,2,-0.3,-15,27,8,0.7,-0.1
O=S(=O)(Cc1ccccc1Cl)NCCOc1ccccc1,-0.7,1.1,35,1.1,9,-0.3,2,-3,2,1,0.4

Further entries follow:
Compound,RAM network inh,PMI activator,L major viab,PMI act hi M6P,TLR4 MyD88 comp,Hsp70 activator,G6PDH counter,Diaph inh CS,S1P3 antagonist,Diaphorase act,DTT redox prof
COc1cc(C2C(C#N)=C(N)Oc3c2oc(CO)cc3=O)cc(OC)c1OC (stereo unspecified),-0.5,1,2,0.8,-2,-0.2,4,10,-14,0.9,3.6
CCn1c(CSc2nc3ccccc3s2)nnc1SCC(=O)c1ccc(O)c(O)c1,5.3,0.7,-5,0.7,14,-0.2,-7,50,x,0.5,3.3
Brc1cccc(-c2nnco2)c1,-0.1,0.9,-7,0.9,-2,-0.2,17,7,7,0.9,2.1
CCCc1[nH]nc2c1C(c1cc(OC)ccc1F)C(C#N)=C(N)O2 (stereo unspecified),0.7,1,20,1,8,-0.2,-3,4,-4,1,0.2
N#Cc1cc([N+](=O)[O-])ccc1Oc1cccc(/C=N/NC(=O)c2ccc(Cl)cc2)c1,3.9,0.9,16,1,18,0.3,-2,24,x,0.8,-0.6
CCOc1cc(N2CCOCC2)c(OCC)cc1NC(=O)c1ccc(=O)n(Cc2ccccc2)n1,x,1.1,x,0.9,x,x,9,6,11,0.9,x
CC(=O)c1cc(-c2ccccc2)n(CCC(=O)NC2CCCC2)c1C,0.5,1.1,0,1,-6,0.0,2,-2,-11,1,0.9
COc1ccccc1C(=O)Nc1ccccc1C(=O)N1C(C)CCCC1C (stereo unspecified),-0.1,0.9,4,0.9,-2,-0.2,8,10,-12,0.9,-0.9
CCc1cc(=O)oc2cc3occ(-c4ccc(OC)c(F)c4)c3cc12,3.4,0.9,20,1,6,-0.6,-21,1,-1,1,0.3
Clc1ccc2nnnc(-c3ccccc3)c2c1,-0.1,1,86*,1,0,0.6,-2,15,14,0.8,-0.1
CCOCCc1nnc(NC(=O)COC)s1,-0.5,1,-5,1,-5,-0.1,17,-6,-5,1.1,1.0

Outcome played no part in choosing rows, and some 12% of all compounds hit somewhere here.
